Screening data from PubChem.
TcdB GH inh: TcdB glycohydrolase inhibition. TcdB glycohydrolase enzymatic assay, plate reader. inhibition, % at 9.99 µM. hit rate 0.24% among 350,000. AID 652162; in the data active means inhibition above about 10%
Target sequence (P18177 whole entry, looked up): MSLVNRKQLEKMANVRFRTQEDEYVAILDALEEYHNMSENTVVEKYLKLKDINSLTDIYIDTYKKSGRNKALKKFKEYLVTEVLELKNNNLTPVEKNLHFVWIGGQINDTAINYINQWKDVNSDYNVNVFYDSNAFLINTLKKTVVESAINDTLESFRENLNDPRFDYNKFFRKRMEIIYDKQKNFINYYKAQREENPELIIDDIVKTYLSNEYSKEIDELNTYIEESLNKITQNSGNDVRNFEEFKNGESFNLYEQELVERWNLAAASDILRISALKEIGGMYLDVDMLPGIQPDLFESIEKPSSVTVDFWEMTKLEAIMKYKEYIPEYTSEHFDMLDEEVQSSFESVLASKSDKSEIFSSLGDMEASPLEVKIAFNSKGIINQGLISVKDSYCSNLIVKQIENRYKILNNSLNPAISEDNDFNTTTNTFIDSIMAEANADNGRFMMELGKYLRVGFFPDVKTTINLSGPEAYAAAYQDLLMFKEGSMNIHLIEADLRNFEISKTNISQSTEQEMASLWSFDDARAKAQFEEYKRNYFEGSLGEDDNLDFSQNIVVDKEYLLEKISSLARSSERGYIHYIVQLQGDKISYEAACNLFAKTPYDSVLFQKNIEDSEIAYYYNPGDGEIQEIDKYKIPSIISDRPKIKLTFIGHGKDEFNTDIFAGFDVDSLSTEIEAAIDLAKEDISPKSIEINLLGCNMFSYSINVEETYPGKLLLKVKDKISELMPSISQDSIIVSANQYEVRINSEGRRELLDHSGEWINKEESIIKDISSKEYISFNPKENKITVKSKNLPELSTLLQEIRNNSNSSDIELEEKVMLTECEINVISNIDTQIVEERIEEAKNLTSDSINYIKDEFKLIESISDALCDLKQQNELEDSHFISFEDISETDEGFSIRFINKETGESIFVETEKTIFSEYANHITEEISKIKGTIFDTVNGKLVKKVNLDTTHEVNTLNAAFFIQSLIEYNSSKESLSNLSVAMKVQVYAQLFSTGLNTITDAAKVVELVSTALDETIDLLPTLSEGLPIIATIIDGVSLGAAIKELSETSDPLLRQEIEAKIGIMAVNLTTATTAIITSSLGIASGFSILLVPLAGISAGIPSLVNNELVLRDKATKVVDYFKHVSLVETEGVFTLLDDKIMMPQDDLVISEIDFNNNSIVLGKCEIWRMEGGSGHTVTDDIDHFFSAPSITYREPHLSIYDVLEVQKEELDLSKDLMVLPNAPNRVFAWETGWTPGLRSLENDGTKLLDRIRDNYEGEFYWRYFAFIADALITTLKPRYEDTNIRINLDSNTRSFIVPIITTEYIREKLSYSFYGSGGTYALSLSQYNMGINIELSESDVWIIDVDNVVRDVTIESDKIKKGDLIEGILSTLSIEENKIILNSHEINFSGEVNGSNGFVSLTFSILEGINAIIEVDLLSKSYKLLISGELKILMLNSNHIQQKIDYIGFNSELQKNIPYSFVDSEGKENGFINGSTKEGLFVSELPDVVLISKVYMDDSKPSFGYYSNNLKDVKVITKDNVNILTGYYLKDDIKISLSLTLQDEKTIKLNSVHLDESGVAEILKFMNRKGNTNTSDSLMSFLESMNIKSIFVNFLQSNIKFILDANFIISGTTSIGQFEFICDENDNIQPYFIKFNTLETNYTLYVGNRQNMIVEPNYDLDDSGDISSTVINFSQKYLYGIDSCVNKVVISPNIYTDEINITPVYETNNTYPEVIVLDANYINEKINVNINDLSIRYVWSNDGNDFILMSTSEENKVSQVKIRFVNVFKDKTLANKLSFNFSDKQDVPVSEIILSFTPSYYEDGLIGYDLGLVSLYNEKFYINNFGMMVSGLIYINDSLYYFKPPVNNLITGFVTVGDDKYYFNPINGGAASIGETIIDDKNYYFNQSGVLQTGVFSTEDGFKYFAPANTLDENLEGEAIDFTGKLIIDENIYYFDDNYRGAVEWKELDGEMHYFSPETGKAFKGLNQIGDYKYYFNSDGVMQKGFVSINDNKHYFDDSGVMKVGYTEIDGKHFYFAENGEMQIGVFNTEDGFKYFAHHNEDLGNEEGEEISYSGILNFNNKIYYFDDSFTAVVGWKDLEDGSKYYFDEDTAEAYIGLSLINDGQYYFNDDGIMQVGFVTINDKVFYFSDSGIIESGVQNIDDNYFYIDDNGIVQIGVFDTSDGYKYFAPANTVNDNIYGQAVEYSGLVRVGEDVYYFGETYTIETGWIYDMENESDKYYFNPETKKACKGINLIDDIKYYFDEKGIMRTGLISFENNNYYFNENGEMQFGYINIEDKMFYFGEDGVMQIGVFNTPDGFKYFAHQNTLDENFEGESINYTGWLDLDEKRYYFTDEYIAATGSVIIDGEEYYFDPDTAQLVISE
* = called active by the depositor. Only part of the results is shown. The share of hits here may be higher or lower than overall.

SMILES | TcdB GH inh
C[C@@H]1CN([C@H](C)CO)C(=O)c2cc(NC(=O)c3ccncc3)ccc2O[C@H]1CN(C)C | 1.0
COc1ccc2c3c(n(C)c2c1)[C@@H](CO)N(S(C)(=O)=O)CC31CN(C(=O)C2CCC2)C1 | 0.6
CC(=O)N(C)C[C@H]1Oc2cc(C#CCC(C)C)ccc2S(=O)(=O)N([C@@H](C)CO)C[C@@H]1C | -3.1
C[C@@H]1CN([C@H](C)CO)C(=O)c2cccc(NC(=O)NC3CCCCC3)c2O[C@H]1CN(C)Cc1ccc(Oc2ccccc2)cc1 | 0.4
Cc1noc(C)c1NC(=O)N(C)C[C@@H]1OCc2ccccc2-c2ccccc2C(=O)N([C@@H](C)CO)C[C@@H]1C | -0.4
O=C(NC[C@@H]1CC[C@@H]2[C@@H](CN2C(=O)Cc2ccncc2)O1)C1CCOCC1 | -0.5
C[C@@H]1CN([C@@H](C)CO)C(=O)c2cc(NC(=O)C3CCCCC3)ccc2O[C@H]1CN(C)C(=O)Nc1ccc(F)cc1 | 1.3
C/C=C/c1ccc([C@@H]2[C@@H](CO)N(C(=O)CC)[C@@H]2CNC(=O)C2CC2)cc1 | -1.2
O=C(c1cccnc1)N1C[C@H]2[C@@H](c3ccccc31)[C@@H](CO)N2C(=O)Nc1cccc(F)c1 | -0.8
COc1cccc(C#Cc2cnc3c(c2)C(=O)N([C@@H](C)CO)C[C@@H](C)[C@H](CN(C)C(C)=O)O3)c1 | -0.4
CO[C@H]1CN(C)C(=O)c2cc(NS(=O)(=O)c3cccc(Cl)c3)ccc2OC[C@@H](C)NC[C@@H]1C | 0.6
C[C@@H]1CN([C@@H](C)CO)S(=O)(=O)c2ccc(C#CC3(O)CCCC3)cc2O[C@H]1CN(C)C(=O)Nc1ccccc1 | -0.5
COCC(=O)Nc1ccc2c(c1)[C@@H]1C[C@H](CC(=O)NCc3ccccc3OC)O[C@H](CO)[C@@H]1O2 | -0.5
CN1CCN(C(=O)[C@H]2[C@H](CO)[C@H]3Cn4c(ccc(C5=CCCC5)c4=O)[C@H]3N2Cc2nccs2)CC1 | 0.0
C[C@@H]1CN([C@H](C)CO)C(=O)c2cc(C3=CCCCC3)cnc2O[C@@H]1CN(C)Cc1ccncc1 | 0.7
N#C[C@H]1[C@@H](c2ccccc2C2=CCCC2)[C@H](CO)N1C(=O)CN1CCOCC1 | -0.4
C[C@H]1CN([C@@H](C)CO)C(=O)c2cccc(NS(=O)(=O)c3ccc(F)cc3)c2O[C@H]1CN(C)C(=O)Nc1ccc2c(c1)OCO2 | 1.7
CCCNC(=O)N(C)C[C@H]1Oc2cc(C#Cc3ccccn3)ccc2S(=O)(=O)N([C@H](C)CO)C[C@@H]1C | -0.2
C[C@@H](NC(=O)C[C@H]1C[C@H]2c3cc(NC(=O)CC4CC4)ccc3O[C@H]2[C@@H](CO)O1)c1ccccc1 | -0.5
CCN1[C@H](C(=O)OC)[C@@H](CO)[C@@H]2Cn3c(ccc(-c4cncnc4)c3=O)[C@@H]21 | -0.3

Single entries from the entries so far:
C/C=C/c1ccc([C@@H]2[C@@H](CO)N(C(=O)CC)[C@@H]2CNC(=O)C2CC2)cc1 in TcdB GH inh is entered as -1.2
C[C@H]1CN([C@@H](C)CO)C(=O)c2cccc(NS(=O)(=O)c3ccc(F)cc3)c2O[C@H]1CN(C)C(=O)Nc1ccc2c(c1)OCO2 in TcdB GH inh is entered as 1.7
COc1ccc2c3c(n(C)c2c1)[C@@H](CO)N(S(C)(=O)=O)CC31CN(C(=O)C2CCC2)C1 in TcdB GH inh is entered as 0.6
COc1cccc(C#Cc2cnc3c(c2)C(=O)N([C@@H](C)CO)C[C@@H](C)[C@H](CN(C)C(C)=O)O3)c1 in TcdB GH inh is entered as -0.4
CC(=O)N(C)C[C@H]1Oc2cc(C#CCC(C)C)ccc2S(=O)(=O)N([C@@H](C)CO)C[C@@H]1C in TcdB GH inh is entered as -3.1
C[C@@H](NC(=O)C[C@H]1C[C@H]2c3cc(NC(=O)CC4CC4)ccc3O[C@H]2[C@@H](CO)O1)c1ccccc1 in TcdB GH inh is entered as -0.5
CCN1[C@H](C(=O)OC)[C@@H](CO)[C@@H]2Cn3c(ccc(-c4cncnc4)c3=O)[C@@H]21 in TcdB GH inh is entered as -0.3

Next structures follow:
SMILES | TcdB GH inh
C[C@H](CO)N1C[C@H](C)[C@@H](CN(C)S(C)(=O)=O)Oc2ccc(NS(C)(=O)=O)cc2C1=O | 1.4
COCC(=O)N(C[C@@H]1N[C@@H](CO)[C@H]1c1ccc(-c2cccnc2)cc1)C(C)C | -1.5
Cc1ccc(S(=O)(=O)Nc2ccc3c(c2)C(=O)N([C@@H](C)CO)C[C@H](C)[C@@H](CN(C)C(=O)NC2CCCCC2)OCCCC[C@@H](C)O3)cc1 | 0.3
Cc1cccc(-c2ccc([C@H]3[C@@H](CO)N4CCCCN(CCC(F)(F)F)C[C@H]34)cc2)c1 | 0.0
C[C@H]1CN([C@@H](C)CO)C(=O)Cc2cc(NC(=O)Cc3ccccc3)ccc2O[C@H]1CN(C)C(=O)Nc1ccccc1 | 0.4
CO[C@@H]1CN(C)C(=O)c2cc(NC(C)=O)ccc2OC[C@H](C)N(C(=O)c2ccccc2)C[C@H]1C | -0.4
CCCNC(=O)N1[C@@H]2CN(C(=O)c3ccc(F)cc3)c3ccccc3[C@@H]2[C@@H]1CO | -1.7
CN1C(=O)c2cc(NC(=O)c3cccc(C(F)(F)F)c3)ccc2OC[C@H]2O[C@H](CC(=O)NCCN3CCCC3)CC[C@@H]21 | 0.5
Cc1ccc(S(=O)(=O)Nc2ccc3c(c2)C(=O)N([C@@H](C)CO)C[C@H](C)[C@@H](CN(C)Cc2ccc(C(=O)O)cc2)OCCCC[C@H](C)O3)cc1 | -0.4
CN(C)CC(=O)N1[C@H](CO)[C@@H](c2ccccc2)C12CN(C(=O)c1ccccc1)C2 | -0.4
Cc1noc(C)c1S(=O)(=O)Nc1ccc2c(c1)CC(=O)N([C@H](C)CO)C[C@H](C)[C@H](CN(C)C)O2 | -1.2
C[C@@H]1CCCCO[C@@H](CN(C)C(=O)Nc2ccc3c(c2)OCO3)[C@@H](C)CN([C@@H](C)CO)C(=O)c2cc(NS(=O)(=O)c3ccccc3)ccc2O1 | 0.4
CO[C@@H]1CN(C)C(=O)c2ccc(NS(C)(=O)=O)cc2OC[C@H](C)N(S(C)(=O)=O)C[C@H]1C | 1.0
CCC(=O)N1CC2(C1)[C@@H](c1ccc(-c3ccc(F)cc3)cc1)[C@@H](CO)N2C(C)=O | 0.2
Cn1cnc(S(=O)(=O)N2C[C@H](O)COC[C@H]3O[C@H](CC(=O)NCc4cccc(F)c4)CC[C@@H]32)c1 | 0.3
CO[C@@H]1CN(C)C(=O)c2ccc(NC(=O)Nc3ccc(Cl)cc3)cc2OC[C@@H](C)N(C)C[C@@H]1C | 0.7
C[C@H](CO)N1C[C@H](C)[C@H](CN(C)S(=O)(=O)c2ccc(F)cc2)OCCCC[C@H](C)Oc2ccc(NS(=O)(=O)c3cn(C)cn3)cc2C1=O | -1.0
Cc1noc(C)c1NC(=O)N(C)C[C@H]1Oc2ccc(NC(=O)C3CCCCC3)cc2CC(=O)N([C@H](C)CO)C[C@@H]1C | 0.9
COc1ccc(NC(=O)N(C)C[C@@H]2OCCCC[C@H](C)Oc3ccc(NS(C)(=O)=O)cc3C(=O)N([C@H](C)CO)C[C@H]2C)cc1 | 0.6
O=C(c1ccc(F)cc1)N1C[C@@H]2[C@H](c3ccccc31)[C@@H](CO)N2C(=O)c1ccccc1 | 1.5
O=C(C[C@H]1C[C@@H]2c3cc(NC(=O)C4CCC4)ccc3O[C@@H]2[C@@H](CO)O1)NCc1ccccn1 | 1.0
COc1ccc(S(=O)(=O)Nc2cccc3c2O[C@H](CN(C)Cc2ccc(C(=O)Nc4ccccc4N)cc2)[C@@H](C)CN([C@H](C)CO)C3=O)cc1 | -0.1
COc1ccc(S(=O)(=O)N2CC[C@H]3[C@@H](CO)N(C)c4ccc(-c5ccc(F)cc5)cc4[C@H]32)cc1 | 1.4
CCCNC(=O)C[C@H]1CC[C@@H]2[C@H](COC[C@@H](O)CN2C(=O)c2cccnc2)O1 | 0.4
O=C(C1CCOCC1)N1CC2(C1)[C@H](c1ccccc1)[C@H](CO)N2CCC(F)(F)F | 0.4
CN(C)C(=O)C[C@@H]1C[C@@H]2c3cc(NC(=O)C4CCC4)ccc3O[C@@H]2[C@@H](CO)O1 | 0.7
O=C(C[C@H]1C[C@@H]2c3cc(NC(=O)NC4CCCCC4)ccc3O[C@@H]2[C@H](CO)O1)NC1CCCCC1 | 0.0
C[C@H]1CN([C@@H](C)CO)C(=O)Cc2cc(NC(=O)NC3CCCCC3)ccc2O[C@H]1CN(C)CC1CCCCC1 | 1.0
OC[C@H]1[C@H](c2ccc(C#Cc3ccccc3)cc2)[C@@H]2CN(CC3CCOCC3)CCCCN12 | 1.4
CCCN1[C@@H]2Cn3c(ccc(C4=CCCCC4)c3=O)[C@H]1[C@@H](C(=O)NCC(F)(F)F)[C@@H]2CO | 0.8
COc1ccc(NC(=O)N(C)C[C@@H]2Oc3ccc(NC(=O)C4CC4)cc3CC(=O)N([C@@H](C)CO)C[C@@H]2C)cc1 | 0.1
O=C(NCCc1ccccc1)[C@@H]1[C@@H](CO)[C@@H]2Cn3c(ccc(-c4ccccc4)c3=O)[C@H]1N2 | 0.2
CCCNC(=O)C[C@@H]1CC[C@H]2[C@H](COc3ccc(NC(=O)Nc4cccc(C)c4)cc3C(=O)N2C)O1 | 0.3
C[C@@H]1CCCCO[C@H](CN(C)Cc2ccc(Cl)c(Cl)c2)[C@H](C)CN([C@@H](C)CO)C(=O)c2cc(NC(=O)Nc3ccc(C(F)(F)F)cc3)ccc2O1 | 0.4
CCCNC(=O)N(C)C[C@H]1Oc2cc(C#Cc3ccccn3)ccc2S(=O)(=O)N([C@@H](C)CO)C[C@@H]1C | -0.1
O=C(Cc1ccncc1)N1CCCCN2[C@H](CO)[C@H](c3ccc(C#CC4(O)CCCC4)cc3)[C@@H]2C1 | 0.5
O=C(c1ccc2c(c1)OCO2)N1CC(=O)N2[C@H](CO)[C@@H](c3ccc(C#Cc4ccccc4)cc3)[C@@H]2C1 | 1.3
CC=Cc1ccc2n(c1=O)C[C@H]1[C@H](CO)[C@@H](C(=O)NC3Cc4ccccc4C3)N(CCC)[C@@H]21 (mixture of isomers) | 1.7
CC(C)C(=O)Nc1ccc2c(c1)C(=O)N(C)[C@@H]1CC[C@H](CC(=O)O)O[C@H]1CO2 | 0.4
CN(C)Cc1cn(CC[C@@H]2CC[C@H](NC(=O)Nc3ccc4c(c3)OCO4)[C@@H](CO)O2)nn1 | -0.5

Reprinted from the part before: 2 entries, followed by the next part.
SMILES | TcdB GH inh
CC(C)C(=O)Nc1ccc2c(c1)C(=O)N(C)[C@@H]1CC[C@H](CC(=O)O)O[C@H]1CO2 | 0.4
CN(C)Cc1cn(CC[C@@H]2CC[C@H](NC(=O)Nc3ccc4c(c3)OCO4)[C@@H](CO)O2)nn1 | -0.5
O=C(CN1CCOCC1)NCC[C@H]1CC[C@@H](NC(=O)Nc2ccccc2)[C@H](CO)O1 | 0.7
CC(C)NC(=O)N(C)C[C@@H]1Oc2cc(C#C[C@H](C)O)ccc2S(=O)(=O)N([C@@H](C)CO)C[C@@H]1C | 0.3
O=C(Nc1ccc2c(c1)[C@@H]1C[C@H](CC(=O)N3CCOCC3)O[C@@H](CO)[C@@H]1O2)c1cccnc1 | -1.2
C[C@H]1CN([C@@H](C)CO)C(=O)c2cccc(NS(C)(=O)=O)c2O[C@@H]1CN(C)Cc1ccc(C(F)(F)F)cc1 | 0.3
Cc1ccc(S(=O)(=O)Nc2cccc3c2O[C@H](CN(C)C(=O)Nc2c(C)noc2C)[C@@H](C)CN([C@@H](C)CO)C3=O)cc1 | -3.8
O=C(NC1CCCCC1)N[C@@H]1CC[C@H](CC(=O)N2CCOCC2)O[C@@H]1CO | 0.0
Cc1noc(C)c1S(=O)(=O)N(C)C[C@H]1OCCCC[C@@H](C)Oc2ccc(NS(=O)(=O)c3cn(C)cn3)cc2C(=O)N([C@@H](C)CO)C[C@@H]1C | 0.4
C[C@@H]1CCCCO[C@H](CN(C)S(=O)(=O)c2ccc(Cl)cc2)[C@@H](C)CN([C@@H](C)CO)C(=O)c2cc(NC(=O)c3ccccc3)ccc2O1 | 0.0
C[C@H]1CN([C@@H](C)CO)C(=O)c2cc(NC(=O)CCN3CCOCC3)ccc2O[C@H]1CN(C)S(=O)(=O)c1ccc(F)cc1 | 0.3
CC(=O)N1[C@@H]2c3ccc(-c4cncnc4)c(=O)n3C[C@@H]2[C@@H](CO)[C@@H]1C(=O)NCc1ccccc1Cl | -0.7
C[C@H]1CN([C@@H](C)CO)C(=O)c2cccc(N(C)C)c2O[C@H]1CN(C)S(=O)(=O)c1ccc(F)cc1 | -0.5
COc1ccc(NC(=O)Nc2ccc3c(c2)CC(=O)N([C@H](C)CO)C[C@H](C)[C@@H](CN(C)C(=O)Nc2ccc(F)cc2)O3)cc1 | -7.1
C[C@@H]1CCCCO[C@@H](CN(C)Cc2ccc(Cl)c(Cl)c2)[C@H](C)CN([C@@H](C)CO)C(=O)c2cc(NS(C)(=O)=O)ccc2O1 | 1.5
C/C=C/c1ccc2c(c1)O[C@H](CN(C)C(=O)NC(C)C)[C@@H](C)CN([C@H](C)CO)S2(=O)=O | 0.6
COc1ccc(NC(=O)N[C@H]2CC[C@H](CCNS(=O)(=O)c3cccc(Cl)c3)O[C@@H]2CO)cc1 | 1.7
C[C@H](CO)N1C[C@H](C)[C@@H](CN(C)CC2CCCCC2)Oc2c(NC(=O)Nc3ccc4c(c3)OCO4)cccc2C1=O | -1.2
COCCNC(=O)C[C@@H]1C[C@@H]2c3cc(NS(=O)(=O)c4ccccc4)ccc3O[C@@H]2[C@@H](CO)O1 | -0.5
CN(C)CC#Cc1ccc([C@@H]2[C@@H](CO)N3CCCCN(C(=O)Nc4cc(F)ccc4F)C[C@@H]23)cc1 | -0.4
O=C([C@@H]1[C@@H](CO)[C@@H]2Cn3c(cccc3=O)[C@H]1N2CC1CCCC1)N1CCCCC1 | 1.6
COc1ccc(NC(=O)N(C)C[C@@H]2OCCCC[C@H](C)Oc3ccc(NC(=O)c4ccccc4)cc3C(=O)N([C@@H](C)CO)C[C@@H]2C)cc1 | 0.0
CCCC(=O)Nc1ccc2c(c1)OC[C@@H](C)N(Cc1ccc(-c3ccccn3)cc1)C[C@@H](C)[C@@H](OC)CN(C)C2=O | -0.7
O=C(C[C@@H]1CC[C@@H](NC(=O)C2CCC2)[C@H](CO)O1)NCC1CC1 | -1.5
